697 NFkB inh: lowers PMA/ionomycin-induced NF-kB signal in 697 B cells | 697 B-cell NF-kB luciferase reporter, 16 h | inhibition, % at 4 µM | 330,000 compounds, 0.33% hits; in the data active = inhibition above about 35%
UBC13 polyUb: blocks human UBC13 polyubiquitin chain formation | 330,000 compounds, 0.47% hits | P61088 | AID 485273 | TR-FRET | inhibition, % at 20 µM; in the data active = inhibition above about 45%, passing the limit was not always enough
Gli-Sufu antag: Gli-Sufu pathway antagonism | Sufu-KO-LIGHT fibroblasts, Gli luciferase reporter luminescence | inhibition, % at 5 µM | 340,000 compounds, 0.74% hits | AID 588413;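 active = inhibition above about 55%, limit read from the data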;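 note: 0% = DMSO-treated cells and 100% = wells with medium but no cells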
CCR6 antagonist: CCR6 (human) receptor antagonism; CHO-K1 CCR6 PathHunter beta-arrestin, luminescence, CCL20-stimulated; 340,000 compounds, 0.49% hits; P51684; AID 493098; inhibition, % at 20 µM;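 active = compounds whose inhibition of the agonist-driven luminescence signal at 20 µM reaches about 50%, limit read from the data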;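 note: cells stimulated with CCL20 at 14 nM final; plate controls were DMSO with CCL20 for no effect and DMSO without agonist for full effect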
Target sequence (P51684 whole entry, looked up): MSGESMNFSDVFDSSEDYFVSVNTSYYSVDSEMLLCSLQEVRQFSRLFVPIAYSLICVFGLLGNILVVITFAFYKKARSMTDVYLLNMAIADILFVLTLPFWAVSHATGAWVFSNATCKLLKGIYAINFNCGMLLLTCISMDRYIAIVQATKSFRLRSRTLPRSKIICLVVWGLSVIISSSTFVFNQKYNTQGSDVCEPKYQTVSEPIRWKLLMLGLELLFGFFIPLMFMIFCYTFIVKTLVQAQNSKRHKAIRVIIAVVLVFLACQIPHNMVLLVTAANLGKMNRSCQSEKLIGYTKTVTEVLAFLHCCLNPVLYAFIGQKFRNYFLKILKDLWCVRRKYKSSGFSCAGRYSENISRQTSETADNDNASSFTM
Jurkat NFkB inh: inhibitors of the PMA/ionomycin-induced NF-kB reporter in Jurkat cells. PMA/ionomycin-induced NF-kB luciferase reporter, luminescence. inhibition, % at 4 µM. 330,000 compounds, 0.53% hits. AID 435003
Apaf-1 inh: inhibitors of human Apaf-1 apoptosome; O14727; reconstituted apoptosome caspase-3 activity, DEVD-Rh110 fluorescence; inhibition, % at 20 µM; 330,000 compounds, 0.71% hits; AID 489030; active = inhibition of at least 40% at 20 µM;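 note: plate controls were DMSO wells for no effect and DEVD-CHO caspase inhibitor wells for full effect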
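Medium: Hepes buffer, pH 7.5 / System: biochemical Apaf-1 apoptosome reconstitution / Measured by: Rh110 fluorescence, excitation 480 nm, emission 540 nm / Times: compound with Apaf-1, dATP, procaspase-3 30 min, then 50 min reaction, room temperature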
EBI2 antag: antagonists of human EBI2 receptor; 360,000 compounds, 0.81% hits; P32249; EBI2 beta-arrestin recruitment, luminescence, 7a,25-OHC stimulated; inhibition, % at 5 µM; in the data active = inhibition above about 38%;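 note: enzyme fragment complementation signal reports receptor beta-arrestin coupling in cells; 0% = agonist plus DMSO wells and 100% = wells without agonist; some results beyond the cut were filed as inactive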
Target sequence (P32249 whole entry, looked up, the tested form may be a part): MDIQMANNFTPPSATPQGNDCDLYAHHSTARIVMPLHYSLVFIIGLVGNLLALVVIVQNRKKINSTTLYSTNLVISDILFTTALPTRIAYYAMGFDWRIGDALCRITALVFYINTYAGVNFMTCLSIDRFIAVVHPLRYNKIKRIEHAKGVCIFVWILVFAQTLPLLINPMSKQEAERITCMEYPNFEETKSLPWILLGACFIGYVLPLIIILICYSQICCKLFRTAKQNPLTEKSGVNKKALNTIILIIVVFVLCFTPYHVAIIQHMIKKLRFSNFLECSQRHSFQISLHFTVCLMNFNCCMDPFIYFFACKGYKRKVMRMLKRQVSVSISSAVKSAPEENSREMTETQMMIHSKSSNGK
SENP8 inh: inhibitors of human SENP8 protease | inhibition, % at 10 µM | Q96LD8 | purified SENP8, Z-RLRGG-aminoluciferin cleavage, luminescence | AID 2540 | 330,000 compounds, 1.2% hits
Target sequence (Q96LD8 whole entry, looked up): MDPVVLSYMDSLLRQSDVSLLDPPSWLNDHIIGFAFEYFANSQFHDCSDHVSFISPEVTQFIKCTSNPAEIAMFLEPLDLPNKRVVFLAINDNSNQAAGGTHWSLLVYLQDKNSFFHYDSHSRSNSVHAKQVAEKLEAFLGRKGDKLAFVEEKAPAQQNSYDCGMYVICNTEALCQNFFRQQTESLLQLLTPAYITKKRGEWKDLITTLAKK
An asterisk follows results filed as active; . = not tested or not shown. Cut-off read from the data, not from the text of the source, unless noted: active = inhibition above about 50%; inactive = the rest. This is a subset. The share of hits here may be higher or lower than overall.

Field names – A = 697 NFkB inh; B = UBC13 polyUb; C = Gli-Sufu antag; D = CCR6 antagonist; E = Jurkat NFkB inh; F = Apaf-1 inh; G = EBI2 antag; H = SENP8 inh
Compound: CCn1c(C)nc2cc(C(=O)NNC(=S)Nc3ccc(F)cc3)ccc21
  A: -67	B: -2	C: -46	D: 21	E: -56	F: -15	G: -5	H: -1
Compound: C[C@@H]1CCC[C@@]2(O[C@@H](CCO)C[C@@H](O)[C@@H]2O)O1
  A: 5	B: 3	C: 6	D: -1	E: 2	F: -11	G: -13	H: -1
Compound: Cc1cc(C)n2nc(C(=O)NCc3ccccc3)cc2n1
  A: 11	B: 8	C: 0	D: 5	E: -6	F: -5	G: -4	H: -10
Compound: ClC(Br)=C(n1cnc2ccccc21)n1cnc2ccccc21
  A: -14	B: 6	C: 20	D: 3	E: 8	F: 8	G: -12	H: -4
Compound: Fc1ccc(NC(=S)N2CCSC2c2cccs2)cc1 (stereo unspecified)
  A: 0	B: 6	C: 20	D: -4	E: -13	F: 2	G: 1	H: 8
Compound: O=Cc1ccc(-c2nc3ccccc3s2)o1
  A: -61	B: 1	C: -90	D: -10	E: -74	F: 6	G: 2	H: 70*
Compound: O=[N+]([O-])c1ccc(NNC(=S)Nc2ccc(F)cc2)cc1
  A: -42	B: -9	C: 10	D: 68*	E: -57	F: -4	G: 3	H: -4
Compound: CCCC(=O)NC(C)C(c1cccs1)N1CCN(C)CC1 (stereo unspecified)
  A: 15	B: 0	C: 9	D: -18	E: 1	F: -7	G: 4	H: -3
Compound: CN(CC(=O)Nc1ccc(Cl)c(C(F)(F)F)c1)C(=O)C1CCC1
  A: 11	B: 9	C: 5	D: 25	E: 12	F: 6	G: -13	H: 8
Compound: CC(NC(=O)c1ccccc1)C(=O)N/N=C/c1ccccc1 (stereo unspecified)
  A: 6	B: -9	C: 16	D: 17	E: 11	F: 10	G: -1	H: -11

One compound at a time, from the list above. Order of values: 697 NFkB inh | UBC13 polyUb | Gli-Sufu antag | CCR6 antagonist | Jurkat NFkB inh | Apaf-1 inh | EBI2 antag | SENP8 inh
`Fc1ccc(NC(=S)N2CCSC2c2cccs2)cc1` (stereo unspecified) reads 0 | 6 | 20 | -4 | -13 | 2 | 1 | 8
`CN(CC(=O)Nc1ccc(Cl)c(C(F)(F)F)c1)C(=O)C1CCC1` reads 11 | 9 | 5 | 25 | 12 | 6 | -13 | 8
`C[C@@H]1CCC[C@@]2(O[C@@H](CCO)C[C@@H](O)[C@@H]2O)O1` reads 5 | 3 | 6 | -1 | 2 | -11 | -13 | -1
`CCCC(=O)NC(C)C(c1cccs1)N1CCN(C)CC1` (stereo unspecified) reads 15 | 0 | 9 | -18 | 1 | -7 | 4 | -3

New compounds follow
Field names – A = 697 NFkB inh; B = UBC13 polyUb; C = Gli-Sufu antag; D = CCR6 antagonist; E = Jurkat NFkB inh; F = Apaf-1 inh; G = EBI2 antag; H = SENP8 inh
Compound: O=C(NC1CCCCC1)NC1CC2CCCC(C1)N2C1CCCC1 (stereo unspecified)
  A: -6	B: -6	C: 4	D: -9	E: 7	F: 8	G: 2	H: -2
Compound: O=S(=O)(NC(=S)c1ccccc1)c1ccccc1
  A: 16	B: 0	C: 7	D: 2	E: 6	F: -4	G: 3	H: 2
Compound: Cn1c(N)c(C(=O)COC(=O)CSc2ccc(Cl)cc2)c(=O)n(C)c1=O
  A: 10	B: -10	C: -2	D: -7	E: -11	F: 14	G: -9	H: -5
Compound: CCCC(=O)c1ccc(N2CCN(C(=O)c3ccccc3)CC2)c(F)c1
  A: 3	B: 6	C: -7	D: 8	E: -1	F: 4	G: -1	H: 1
Compound: Cc1cccc(-c2n[nH]c(=S)n2/N=C/c2cccs2)c1
  A: -9	B: -10	C: -15	D: 3	E: -11	F: 21	G: 9	H: -10
Compound: Cc1cc(C)nc(SCc2ccc(Cl)cc2)n1
  A: 0	B: 0	C: 3	D: 15	E: 2	F: 14	G: -5	H: -5
Compound: COc1cccc(N2CCN(C(=O)CCc3nnc4ccc(N5CCOCC5)nn34)CC2)c1
  A: -10	B: -10	C: 5	D: -2	E: -12	F: 15	G: -1	H: 3
Compound: O=C(CC1C[C@H](C(=O)N2CCOCC2)[C@@]2(CCC3CCCC3)c3[nH]c4ccccc4c3CCN2C1=O)NCCN1CCOCC1 (stereo partly specified)
  A: 3	B: 9	C: -4	D: -1	E: -2	F: 1	G: -6	H: 1
Compound: CC1=C(C(=O)OCCOC(C)C)C(c2cc3c(cc2Br)OCO3)CC(=O)N1 (stereo unspecified)
  A: -26	B: -4	C: 3	D: 5	E: -4	F: 18	G: -11	H: -4
Compound: CCn1c2ccccc2c2cc(NC(=O)c3ccc(=O)oc3)ccc21
  A: 8	B: -25	C: 14	D: 7	E: -7	F: 4	G: 0	H: 8
Compound: CCC(NC(=O)C1C2C=CC(C2)C1C(=O)O)c1ccc(C)cc1 (stereo unspecified)
  A: 4	B: -6	C: 16	D: -8	E: -10	F: -10	G: -8	H: -2
Compound: CCN(CC)C(=O)c1cc2c(=O)n3cccc(C)c3nc2s1
  A: 4	B: 10	C: -6	D: -5	E: -30	F: -2	G: -1	H: -8
Compound: CCOc1ccc(CNC(=O)Cn2c(=O)c3cccn3c3ccccc32)cc1
  A: -9	B: -1	C: 20	D: 16	E: 5	F: 6	G: 9	H: 5
Compound: CCCCn1c(-c2ccco2)n[nH]c1=S
  A: 7	B: 6	C: 4	D: -2	E: 8	F: -3	G: -8	H: -5
Compound: Cn1cc(CC(=O)N2CCN(c3ccccc3F)CC2)c2ccccc21
  A: -9	B: -5	C: 1	D: 6	E: 5	F: 21	G: 6	H: -13
Compound: O=C(COC(=O)c1ccc(S(=O)(=O)N2CCCC2)cc1)Nc1cccc(Br)c1
  A: 5	B: 7	C: -18	D: 12	E: 0	F: 12	G: -6	H: 5
Compound: O=C(COC(=O)/C=C/c1ccc2c(c1)OCO2)NCc1ccccc1
  A: 19	B: -10	C: -17	D: 12	E: 7	F: 12	G: -13	H: -16
Compound: c1ccc(COc2nsnc2N2CCOCC2)cc1
  A: 4	B: -9	C: 4	D: 3	E: 13	F: -3	G: -3	H: 0
Compound: CCOC1=CC(=O)N(Cc2ccccc2)C1
  A: -4	B: 3	C: 1	D: 11	E: -15	F: -29	G: -10	H: 3
Compound: C=C(C)CN(CC)C(=O)c1ccc(OC2CCN(S(=O)(=O)N(C)C)CC2)cc1
  A: 1	B: 5	C: 0	D: -3	E: -1	F: 5	G: -2	H: 1
Compound: c1cncc(CNc2ncnc3sccc23)c1
  A: -13	B: -2	C: 10	D: 11	E: 8	F: 1	G: -2	H: -7
Compound: Cc1cc(N2CCCC2)ccc1/C=C1/C(=O)N(C)C(=S)N1C
  A: -25	B: -276	C: -1	D: 10	E: 19	F: -2	G: 19	H: -9
Compound: COc1ccccc1C(=O)Nc1ccc(Oc2nnc(-c3ccc(C)cc3)c3ccccc23)cc1
  A: 13	B: -18	C: 49	D: 9	E: 3	F: 40*	G: -3	H: -7
Compound: COc1cccc(/C=C2\SC(=S)N(NC(=O)c3ccncc3)C2=O)c1
  A: -12	B: -15	C: 0	D: -1	E: 4	F: -4	G: -8	H: -5
Compound: CCN(CC)CCOc1ccccc1OC
  A: 6	B: 3	C: 1	D: 3	E: 13	F: -1	G: 2	H: -5
Compound: COc1ccc(NC(=O)NCCCN2CCCC2=O)cc1
  A: 13	B: 7	C: 16	D: -10	E: -2	F: -9	G: 0	H: -2
Compound: CC(C)(C)/C(O)=C/c1nc2ccccc2[nH]c1=O
  A: 8	B: 9	C: 7	D: -2	E: 3	F: 1	G: -6	H: 4
Compound: CC12CN3CCN(CC(C3)/C1=N/NC(=O)Nc1ccccc1)C2
  A: -8	B: 0	C: -11	D: -8	E: -10	F: 2	G: -2	H: -20
Compound: CCC(C)NC(=O)c1ccc2c(SCC(=O)O)c3c(nc2c1)CCCC3 (stereo unspecified)
  A: 16	B: 2	C: 8	D: 7	E: 12	F: 0	G: -8	H: -7
Compound: CCN(CC)CC(=O)NCC1(c2ccccc2)CCCC1
  A: 8	B: -1	C: 1	D: 11	E: 1	F: -6	G: 5	H: -8

Reformatted with each value named: entries from further up.
> CC12CN3CCN(CC(C3)/C1=N/NC(=O)Nc1ccccc1)C2
  697 NFkB inh = -8; UBC13 polyUb = 0; Gli-Sufu antag = -11; CCR6 antagonist = -8; Jurkat NFkB inh = -10; Apaf-1 inh = 2; EBI2 antag = -2; SENP8 inh = -20

> CC(C)(C)/C(O)=C/c1nc2ccccc2[nH]c1=O
  697 NFkB inh = 8; UBC13 polyUb = 9; Gli-Sufu antag = 7; CCR6 antagonist = -2; Jurkat NFkB inh = 3; Apaf-1 inh = 1; EBI2 antag = -6; SENP8 inh = 4

> COc1cccc(/C=C2\SC(=S)N(NC(=O)c3ccncc3)C2=O)c1
  697 NFkB inh = -12; UBC13 polyUb = -15; Gli-Sufu antag = 0; CCR6 antagonist = -1; Jurkat NFkB inh = 4; Apaf-1 inh = -4; EBI2 antag = -8; SENP8 inh = -5

Further results follow:
| SMILES | 697 NFkB inh | UBC13 polyUb | Gli-Sufu antag | CCR6 antagonist | Jurkat NFkB inh | Apaf-1 inh | EBI2 antag | SENP8 inh |
| --- | --- | --- | --- | --- | --- | --- | --- | --- |
| COc1ccc(C(=O)NCCN2CCN(C(=O)c3ccc(OC)cc3)CC2)cc1 | -23 | -13 | 0 | -12 | 13 | 5 | 18 | 11 |
| CNC(=O)Cc1csc2ccc(Cl)cc12 | -11 | 5 | 7 | 3 | -11 | 4 | 2 | -10 |
| CCCCOCC1CC(CC#CCN2CCCCC2)C(=O)O1 (stereo unspecified) | -5 | 2 | 0 | 18 | -5 | 6 | -2 | 2 |
| CCOc1ccccc1CN1CCCC(CNC(=O)Cc2ccc(OC)cc2)C1 (stereo unspecified) | -11 | -6 | 18 | 9 | -19 | -11 | 3 | 2 |
| Cc1ccc(S(=O)(=O)CCc2nnc(NC(=O)c3cccs3)s2)cc1 | -22 | -12 | 3 | 10 | 6 | -6 | -8 | -14 |
| Cc1ccc(C(=O)Nc2cnc3ccccc3c2)cc1 | -304 | -7 | -110 | 6 | 59* | 14 | -1 | 94* |
| CCOc1ccccc1NC(=O)N1CCCC(c2nc3c(nnn3Cc3ccc(C)cc3)c(=O)[nH]2)C1 (stereo unspecified) | 12 | 7 | 4 | -3 | 9 | 21 | 1 | -1 |
| Oc1ccc(-c2cn3c(n2)SCC3)cc1O | -7 | 5 | -14 | 2 | -14 | -4 | -9 | -5 |
| Cc1cc(C)nc(NC2=NCC(=O)N2c2cc(Cl)cc(Cl)c2)n1 | 21 | 8 | 3 | 10 | 11 | -2 | -5 | -3 |
| CN=C1N(C)C[C@@H]2[C@@H]3C(=O)N(C)C(=O)[C@@H]3[C@](C)(C(=O)OC)N12 | 12 | . | 6 | 3 | . | -1 | -1 | . |
| O=C(CCCn1ncn2c(cc3occc32)c1=O)NCc1cccc(Cl)c1 | 1 | -1 | -25 | 11 | 3 | 3 | 11 | -17 |
| O=C1CCCCC(=O)c2ccccc2N1 | 10 | -4 | 2 | 1 | -21 | -3 | -6 | -10 |
| NS(=O)(=O)c1ccc(N/N=C/C=C/c2ccccc2[N+](=O)[O-])cc1 | -29 | -12 | -29 | 28 | -59 | 7 | -1 | 0 |
| COc1ccc(NC(=O)c2ccc3c(c2)OCO3)cc1Cl | -135 | 23 | -118 | 10 | -120 | -3 | -1 | 83* |
| CC(=O)c1c(C)[nH]c(C(=O)C(C)Sc2nnc(NC3CC3)s2)c1C (stereo unspecified) | -41 | 2 | 21 | -8 | 1 | 3 | 7 | -9 |
| c1ccc2c(Cn3ccnc3)c[nH]c2c1 | 10 | 4 | 10 | 10 | 2 | -7 | 1 | 0 |
| Cc1csc(NC(=O)CSc2nc3sc(C)c(C)c3c(=O)[nH]2)n1 | -20 | -4 | -9 | -8 | -19 | 8 | -8 | 0 |
| Cc1occc1C(=O)NNC(=S)NCc1ccc(Cl)cc1 | -16 | -1 | -21 | 4 | -12 | -12 | -6 | -3 |
| COc1ccc(CN2CCOCCOCCOCCOCC2)cc1 | 5 | 6 | -5 | 4 | 9 | -6 | -10 | 2 |
| O=C1CC(c2ccccc2)CC(O)=C1C=NCCCN1CCOCC1 (stereo unspecified) | 5 | -5 | 3 | 4 | -12 | -23 | -2 | 8 |
| CC1=C(C(=O)Nc2ccc(C(=O)NCCCN3CCCCC3)cc2)SCCO1 | 0 | 11 | -1 | 8 | -8 | -4 | -2 | -1 |
